Source: PubChem BioAssay
zfTRPN1 agonist: zebrafish TRPN1 channel agonists, primary screen, cell-based, HEK293, calcium fluorescence | HEK293 zebrafish TRPN1-YFP, Fluo-8 calcium fluorescence; 100% = response to 87 µM carbachol | activation, % at 3 µM | 0.18% of 220,000 active;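 active = activation above its plate's cutoff, the mean activation of test wells on that plate plus 3 SD, cut at about 19% in these data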;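 also: 0% = DMSO alone and 100% = 87 µM carbachol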
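System: zebrafish TRPN1-YFP in HEK293 cells / Dosing: 3 µM single point / Timing: dye loading 1 h at 37 °C, then 30 min room temperature / Signal: Fluo-8 calcium fluorescence, excitation 470-495 nm, emission 515-575 nm / Read-out basis: percent activation from peak over basal fluorescence ratio, control-normalized / Control set: high carbachol 87 µM, low DMSO alone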
PERK inhibitor: block of dimerizer-induced PERK translation repression, primary screen, PERK inhibitor project, CHO PERK-DD cells, SEAP luminescence, HTS; CHO PERK-DD fusion, SEAP luminescence translation reporter; AID 1416, 2008; 0.17% of 220,000 active; inhibition, % at 5.6 µM;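 active = inhibition above the mean inhibition of all tested compounds plus 3 SD, set separately per screening campaign, cut at about 2.9% in these data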;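 also: PERK kinase domain activated by AP20187 dimerizer at 100 nM; 0% = DMSO with dimerizer and 100% = rapamycin at 8.4 µM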
m-calpain inh: inhibitors of pig calpain II, primary screen, biochemical, fluorogenic peptide substrate, 1536-well. 0.37% of 220,000 active. AID 1236, 2008. inhibition, % at 16 µM. purified calpain II, 30 min;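 active = inhibition above about 50%, limit read from the data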
S1P4 antagonist: S1P4 receptor antagonists, primary screen, cell-based. AID 1510, 2009. 0.26% of 220,000 active. Sphingosine 1-phosphate receptor 4 (Homo sapiens), O95977. S1P4-expressing cells, antagonist mode, reporter read-out. inhibition, % at 4.98 µM; in the data active = inhibition above about 29%;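 also: 0% = wells stimulated with agonist and 100% = vehicle wells without agonist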
EP2 modulator: EP2 receptor modulators, cAMP readout, primary screen, cell-based, HTRF cAMP, PGE2 stimulation. Prostaglandin E2 receptor EP2 subtype (Homo sapiens), P43116. EP2-expressing cells, cAMP HTRF FRET, PGE2 co-stimulation. induction, % at 25 µM. 0.83% of 260,000 active;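 active = compounds whose cAMP rise, as percent of the full-agonist control response, exceeds 60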;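 also: rat C6 glioma line stably carrying human EP2 under a CMV promoter; the protocol text gives 20 µM as final concentration; 100% = response of wells given 1 µM PGE2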
Target sequence (P43116 whole entry, looked up): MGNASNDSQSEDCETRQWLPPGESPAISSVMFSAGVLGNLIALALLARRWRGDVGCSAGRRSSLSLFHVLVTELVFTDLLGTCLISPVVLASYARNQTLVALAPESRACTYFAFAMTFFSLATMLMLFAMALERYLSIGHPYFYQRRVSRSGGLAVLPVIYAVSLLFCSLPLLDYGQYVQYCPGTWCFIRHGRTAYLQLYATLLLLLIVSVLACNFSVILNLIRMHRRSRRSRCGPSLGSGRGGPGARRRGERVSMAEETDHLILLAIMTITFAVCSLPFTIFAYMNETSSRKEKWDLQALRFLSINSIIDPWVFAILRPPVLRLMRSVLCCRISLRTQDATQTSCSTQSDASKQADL
S1P4 agonist: S1P4 receptor agonists, primary screen, cell-based | AID 1509, 2009 | Sphingosine 1-phosphate receptor 4 (Homo sapiens), O95977 | 0.35% of 220,000 active | activation, % at 4.98 µM | S1P4-expressing cell line, agonist reporter assay; in the data active = activation above about 11%;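 also: 0% = DMSO vehicle and 100% = reference agonist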
Ba/F3 V617F tox: reduced viability of JAK2V617F-dependent Ba/F3 cells, primary screen, JAK2V617F inhibitor project, cell-based, Ba/F3 EpoR-JAK2V617F, luminescence | ATP luminescence | 1.1% of 220,000 active | AID 1446, 2008 | inhibition, % at 5.6 µM;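 active = inhibition above the campaign mean plus 3 SD over all tested compounds, cut at about 24% in these data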;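 also: cytokine-independent growth of Ba/F3 cells driven by EpoR plus mutant JAK2; 0% = DMSO-treated cells and 100% = JAK inhibitor I control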
TRPML3 ag: human TRPML3 channel agonists, primary screen, cell-based, HEK293 TRPML3-YFP, Fluo-8 calcium fluorescence, 3 µM. 0.29% of 220,000 active. 100% = the carbachol control signal. activation, % at 3 µM. AID 1448, 2008. Mucolipin-3 (Homo sapiens), Q8TDD5;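 active = activation above its plate's cutoff, the mean activation of the plate's test wells plus 3 SD, cut at about 12% in these data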;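 also: 0% = DMSO only wells and 100% = carbachol wells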
Target sequence (Q8TDD5 whole entry, looked up): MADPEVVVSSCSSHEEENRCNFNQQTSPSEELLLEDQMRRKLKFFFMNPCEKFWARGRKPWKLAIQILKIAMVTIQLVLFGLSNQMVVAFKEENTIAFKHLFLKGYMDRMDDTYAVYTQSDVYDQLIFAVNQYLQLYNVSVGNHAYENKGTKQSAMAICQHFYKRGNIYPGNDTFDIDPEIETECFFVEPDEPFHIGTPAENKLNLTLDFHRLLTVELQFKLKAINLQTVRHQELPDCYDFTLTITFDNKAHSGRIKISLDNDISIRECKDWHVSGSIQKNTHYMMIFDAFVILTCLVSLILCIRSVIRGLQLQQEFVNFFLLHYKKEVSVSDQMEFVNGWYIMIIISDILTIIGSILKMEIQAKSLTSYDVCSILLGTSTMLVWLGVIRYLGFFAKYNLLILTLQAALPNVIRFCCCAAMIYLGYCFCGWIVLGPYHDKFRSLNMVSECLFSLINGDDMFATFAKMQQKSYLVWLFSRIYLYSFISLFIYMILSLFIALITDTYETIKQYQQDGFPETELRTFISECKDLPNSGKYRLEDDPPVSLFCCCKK
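Test system – HEK293 line with stable expression of human TRPML3-YFP channel · Control set – carbachol 87 µM final as high control (100%), DMSO as low control (0%) · Signal – Fluo-8 calcium dye fluorescence, ex 470-495, em 515-575 nm · Incubation – 1-h 37 °C dye load, 5-s basal, 120-s post-compound reads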
BaF3 tox: parental Ba/F3 cell viability inhibition, counter-screen for JAK2V617F inhibitor project, murine pro-B, CellTiter-Glo luminescence | CellTiter-Glo ATP luminescence | inhibition, % at 5.6 µM | 1.1% of 220,000 active | AID 1486, 2009;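 active = inhibition above a per-campaign cutoff, the mean inhibition of all tested compounds plus 3 SD, cut at about 27% in these data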;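 also: 0% = DMSO wells and 100% = JAK Inhibitor I control wells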
* = called active by the depositor; & = joins results of further samples.

SMILES	zfTRPN1 agonist	PERK inhibitor	m-calpain inh	S1P4 antagonist	EP2 modulator	S1P4 agonist	Ba/F3 V617F tox	TRPML3 ag	BaF3 tox
CC1(C)Cc2c(sc3c2c(=N)n(Cc2ccco2)c(=O)n3Cc2ccc(F)cc2)CO1	0.5	-0.7	6.3	1.4	56.2	-0.6	-1.8	0.6	1.1
Cc1csc(SCC(=O)NCc2ccc3c(c2)OCO3)n1	-0.1	0.5	-8.0	-6.9	-4.8	1.7	-1.6	0.5	2.2
O=S1(=O)CCN2C=Nc3sc4c(c3C2=N1)CCCC4	1.8	-0.5	-19.1	-12.5	26.2	-1.4	3.2	0.8	5.1
CNc1nc(N)nc(-c2cc(Cl)ccc2OC)n1	-0.6	0.7	-7.8	-1.3	19.2	0.1	-2.7	0.9	0.1
CC(=O)c1c(N)c(C#N)c(C)n1-c1ccc(Br)cc1	-2.1	0.5	-34.8	-28.8	14.4	1.9	-2.8	-1.7	0.8
Clc1ccc(Sc2ccc(/C=N/n3cnnc3)o2)cc1	-2.0	1.5	-27.3	14.7	-24.3	0.8	-1.9	-1.3	-2.3
COc1ccc(NC(=O)CSc2nc3[nH]ncc3c(=O)n2-c2ccccc2C)cc1OC	1.6	-0.3	16.7	4.5	2.1	0.7	7.3	0.2	6.7
Cc1cc(C)c(S(=O)(=O)N(CC(=O)N2CCCC2)C2CCCCC2)c(C)c1	-1.0	-0.5	11.1	4.5	20.5	-1.1	-0.1	-0.2	6.5
CNC[C@H](O)c1ccc(O)c(O)c1	0.1	0.8	19.0	-12.5	86.0*	-0.5	0.9	0.6	8.6
COC(=O)c1cc(Cl)cc(Cl)c1OS(=O)(=O)N(C)C	-1.8	0.8	-2.1	-3.4	32.7	0.6	-3.7	0.4	-2.8
Fc1ccc(C2N(c3ccccc3)C(=S)N3CCCN23)cc1 (configuration not stated)	0.9	0.0	20.4	12.3	-12.8	-1.1	5.3	-0.7	-0.2
Cc1cc(C(=O)C(=O)N(C)C)c(C)n1-c1ccc(Cl)cc1	0.5	0.2	-16.5	-22.7	-3.0	2.1	-1.9	0.9	0.7
CCOC(=O)c1cc(-c2ccc(N3CCOCC3)cc2)nn1-c1ccccc1C(=O)O	0.8	0.4	2.5	6.3	8.3	0.3	-2.9	0.5	-1.7
O=C(CN1CCCCCC1)Nc1ccccc1	0.4	0.6	15.3	0.3	6.6	-0.7	5.1	0.6	2.3
Cc1nc2cc(NC(=O)C3COc4ccccc4O3)ccc2s1 (configuration not stated)	0.8	-0.3	16.0	-4.8	-33.0	2.5	3.2	-0.3	7.1
O=C(CCc1n[nH]c(=O)[nH]c1=O)N/N=C/c1ccco1	0.7	0.7	-13.5	-23.1	30.5	2.5	-4.0	0.4	0.3
COc1ccc2c(C)cc(=S)[nH]c2c1	-0.6	0.7	-22.4	5.6	34.4	0.8	0.1	0.3	7.3
Cc1ccc(C)c2[nH]c(=O)c(CCNC(=O)c3ccc4c(c3)OCO4)cc12	-0.3	-0.5	-66.3	-38.6	-19.9	-0.7	9.1	-0.1	8.3
COc1cccc(OC)c1C(=O)NC(=S)N1CCOCC1	0.3	0.4	14.6	0.7	8.0	0.2	5.5	0.4	9.9
COc1ccc(CNC(=O)c2nnn(-c3cccc(C(F)(F)F)c3)c2N)cc1	0.4	0.9	-14.0	-5.6	-69.8	0.8	2.6	0.8	0.3
CC(C)=CC(=O)Nc1ccccc1Br	-0.7	0.1	-15.6	-10.8	-3.5	0.8	-0.9	0.6	6.1
Cc1cc(S(=O)(=O)n2cnc3cc([N+](=O)[O-])ccc32)ccc1Cl	-0.4	0.6	7.8	-28.2	19.7	0.6	-1.1	0.9	5.0
COc1cccc(C2CC(=O)Nc3cc(OC)c(OC)c(OC)c32)c1OC (configuration not stated)	2.4	-0.3	21.9	13.8	0.3	2.8	-3.8	0.5	2.7
CC1=NCCN1CCNC(=O)Nc1ccc(F)cc1	1.2	1.2	-8.9	-0.7	8.3	0.1	0.5	-0.3	-4.9
O=C(O)c1ccccc1-c1ccccc1C(=O)NCc1ccco1	0.4	-0.6	1.3	-2.2	31.0	-1.7	-2.3	0.4	7.6
Cc1cnc(NC(=O)CSc2nc3ccccc3s2)s1	-1.7	1.3	5.6	0.9	-12.0	1.6	-1.7	-0.6	2.6
O=c1c2ccc(Cl)cc2[nH]c(=S)n1Cc1cccnc1	-0.9	0.5	11.3	-23.1	4.1	2.9	3.9	0.2	6.9
Cn1c(N/N=C/c2c[nH]c3ccccc23)nc2ccccc21	-1.8	-0.9	-6.2	-6.2	-30.3	2.0	2.9	0.8	0.6
C=CCn1c(C(C)NC(=O)c2cccs2)n[nH]c1=S (configuration not stated)	0.2	2.4	-1.4	-10.9	27.2	-0.6	-1.6	0.7	2.0
Cc1cccc(N2CCC(N=CN(C)C)=N2)c1	0.3	0.9	-1.8	3.8	-22.3	0.2	-1.9	0.8	7.2
COC(=O)c1ccc2c(=O)n(Cc3ccco3)c(SCC(=O)Nc3ccccc3Cl)nc2c1	-0.2	0.1	3.5	-5.5	-7.7	-1.0	0.4	0.0	2.6
O=C(OCc1ccccc1)/C(=C/c1cccc2ccccc12)NC(=O)c1ccccc1	1.2	-0.7	30.4	5.4	32.3	-0.6	10.3	-0.2	10.7
C=CCn1c(SCC(=O)c2cccs2)nc2sc(CC)cc2c1=O	1.4	0.2	19.5	-19.1	-31.1	0.5	-2.8	0.8	0.5
Clc1ccccc1/C=N/NC1=Nc2cccc3cccc1c23	-3.1	-0.1	3.5	-8.0	5.4	-0.4	-4.9	0.5	3.2
O=C(N/C=N/OCc1ccc(Cl)cc1Cl)NOCc1ncc(C(F)(F)F)cc1Cl	-1.3	-1.1	39.2	-13.2	61.1*	1.2	2.0	-0.2	4.5
NC(=O)c1cc[n+](CC(=O)c2ccc(NC(=O)c3ccccc3)cc2)cc1	3.3	-0.5	-2.5	-13.3	0.4	1.3	-1.0	1.2	4.3
Cc1cc(C(=O)Nc2ccc(S(=O)(=O)N3CCCC3)cc2)no1	-0.9	0.2	-28.5	0.6	23.6	-0.5	-1.5	0.2	0.5
COc1ccc(-n2nnc3c(SCC(=O)NCC4CCCO4)ncnc32)cc1 (configuration not stated)	2.7	0.1	-29.8	-6.2	-8.2	0.7	7.0	0.3	2.8
O=C(CCC(=O)c1ccc(-c2ccccc2)cc1)Nc1cccnc1	2.2	0.7	-25.1	-1.7	-83.3	1.6	-3.1	1.3	-1.9
O=C(Nc1nc(-c2ccco2)cs1)c1ccccc1	-1.4	0.7	-17.6	10.3	-42.6	2.7	-2.8	-0.3	-0.6
O=C(Cc1nc2ccccc2[nH]1)c1ccc([N+](=O)[O-])cc1	0.1	0.3	-104.2	12.1	-12.2	0.6	2.8	0.0	2.0
CC(C)OP(=O)(OC(C)C)C(NC(=O)c1ccc(Br)cc1)c1ccccc1 (configuration not stated)	-1.9	-0.1	23.9	-2.6	-15.8	2.5	-1.6	-0.1	6.4
CC(C)(C)NC(=O)CSc1nc(N)cc(=O)[nH]1	1.3	0.9	-3.1	-19.3	18.4	1.7	0.6	0.2	2.6
Cc1nc2scc(-c3cccs3)c2c(=O)n1N	-1.0	0.7	6.4	6.0	1.0	-1.2	3.9	0.5	8.8
O=C(OCc1ccc(Cl)cc1)c1cnccn1	0.1	0.1	16.5	-8.2	1.2	0.8	0.6	0.2	4.8
O=C(NCCNc1ccc(Cl)cc1[N+](=O)[O-])c1cccnc1	-0.8	-0.4	10.8	-9.8	-11.0	1.1	3.1	0.5	2.5
CCOC(=O)C1(C(F)(F)F)N=C(N(C)C)OC(N(C)C)=N1	0.2	0.0	-14.2	-5.4	15.8	3.9	1.7	0.1	3.0
CCCCCn1c(CN2CCN(c3cc(Cl)ccc3C)CC2)nc2c1c(=O)[nH]c(=O)n2C	0.6	-0.6	39.1	-20.7	78.2*	1.1	-2.2	1.0	5.4
Cc1ccccc1OCCCn1c(=O)sc2ccccc21	-1.6	0.1	1.2	-1.2	48.6&32.2	0.1	-4.5	-0.7	0.2
CCOc1cc(CNc2ccc3c(c2)OCCO3)cc(Br)c1OCC(N)=O	-0.8	0.2	-15.8	0.8	-24.4	1.1	1.1	1.2	-1.3

(cont.)
SMILES	zfTRPN1 agonist	PERK inhibitor	m-calpain inh	S1P4 antagonist	EP2 modulator	S1P4 agonist	Ba/F3 V617F tox	TRPML3 ag	BaF3 tox
COC(=O)c1nnn(-c2nc(N(C)C)nc(N(C)C)n2)c1C	0.5	0.5	-8.0	-4.0	-5.3	1.5	-1.6	0.7	2.5
COc1ccc2c(CC(=O)Nc3ncc(C)s3)coc2c1	1.0	0.1	20.8	-11.6	-2.6	-0.8	2.0	0.0	6.1
CC(=O)Nc1ccc(NC(=O)CN(c2cccc(C(C)=O)c2)S(C)(=O)=O)cc1	0.4	1.7	23.7	-5.2	-8.0	1.0	4.1	0.3	3.7
CN(C)c1ccc(/C=N/NC(=O)c2ccc(NC(=O)c3ccccc3)cc2)cc1	0.5	-0.8	-80.6	12.2	-29.0	0.8	0.2	-0.5	-7.0
CCOc1ccc2ccccc2c1C1NC(=S)N(C)C(C)=C1C(=O)OC (configuration not stated)	0.7	0.6	32.4	0.4	6.4	1.8	7.2	-0.5	9.0
COC(CN(C(=O)CCl)C(C(=O)NC1CCCCC1)c1ccc(C)cc1)OC (configuration not stated)	2.8	-0.8	2.2	3.1	23.8	-0.2	91.2*	-0.1	4.8
NC(=O)C1CCN(Cc2nnnn2Cc2ccco2)CC1	1.8	1.2	-11.2	-19.1	24.7	1.3	-1.4	1.0	2.3
COc1ccc(NC(=S)N/C(=N/CS(=O)(=O)c2ccccc2)c2ccccc2)cc1	0.8	0.5	-10.7	-11.9	30.3	-0.2	2.5	0.1	5.6
O=C(CCn1c2c(c3ccccc31)CCCC2)NNC(=O)c1ccccc1C(=O)O	-0.1	0.4	-4.2	-22.2	-25.3	0.8	-4.2	0.1	-2.4
O=c1n(Cc2ccc(Cl)cc2)c2sc3c(c2c2ncnn12)CCCC3	-0.4	0.2	20.2	-9.8	16.8	-1.3	-0.1	0.6	5.4
Cn1c(=O)n(Cc2ccc(F)cc2)c(=O)c2c1nc1n2CCCN1Cc1ccccc1	0.8	1.2	14.0	-10.4	-6.7	-3.1	-5.5	0.7	2.3
Cc1c(C(=O)NCCO)sc2nc3n(c(=O)c12)CCC3	-1.5	0.8	-4.7	-6.2	9.8	-0.4	-0.1	0.4	6.4
